# GlmU inhibition: inhibition of mycobacterial GlmU enzyme – biochemical, glucosamine-1-phosphate acetyltransferase (AID 1376); M. tuberculosis GlmU acetyltransferase enzyme assay; higher % means a stronger effect; inhibition, %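 (tested at 30 µM in the primary screen)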; hits with a dose series show IC50 in µM; actives 0.25% (n = 220,000); in the data active means inhibition above about 13%;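 further: 0% = complete reaction with vehicle and 100% = reaction without substrate; strong numbers were not always called active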
# RmlCD inh 1536: M. tuberculosis RmlC/RmlD inhibition; P9WH09+P9WH11; RmlC+RmlD coupled enzyme assay, percent inhibition; primary screen in compound mixtures; inhibition, % at 3.6 µM; actives 0.03% (n = 160,000); in the data active means inhibition mostly above about 34%, no sharp cut-off; further: some results filed as inactive read as strong as hits
# Target sequence (P9WH09 whole entry, looked up): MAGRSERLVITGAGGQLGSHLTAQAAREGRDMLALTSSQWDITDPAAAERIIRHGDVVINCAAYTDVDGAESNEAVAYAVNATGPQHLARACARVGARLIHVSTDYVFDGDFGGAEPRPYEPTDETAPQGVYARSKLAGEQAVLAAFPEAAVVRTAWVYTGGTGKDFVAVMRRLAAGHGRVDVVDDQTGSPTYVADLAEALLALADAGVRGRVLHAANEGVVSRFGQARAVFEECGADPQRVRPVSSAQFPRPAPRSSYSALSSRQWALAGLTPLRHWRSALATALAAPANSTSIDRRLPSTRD
# Target sequence (P9WH11 whole entry, looked up): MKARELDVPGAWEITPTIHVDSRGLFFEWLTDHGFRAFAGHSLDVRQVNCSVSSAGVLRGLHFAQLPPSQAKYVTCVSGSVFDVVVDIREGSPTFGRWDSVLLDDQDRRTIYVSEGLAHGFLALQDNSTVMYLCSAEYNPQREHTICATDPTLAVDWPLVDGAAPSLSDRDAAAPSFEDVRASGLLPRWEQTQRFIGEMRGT
# The depositor's hits bear a star; / = no result given. The list is partial, so the mix of outcomes need not match the whole.
# Values run as follows: GlmU inhibition | RmlCD inh 1536
Nc1nc(Cl)cc(Sc2ccc3ccccc3c2)n1
 : -3.9% | 5
CC(=O)Nc1ccc(-c2csc(NCc3ccco3)n2)cc1
 : -0.3% | /
CN(C)c1cc[n+](Cc2c(Cl)cccc2Cl)cc1
 : 1.7% | /
COc1cccc(CNC(=O)C2CCCN(S(=O)(=O)c3c(C)[nH]c(=O)[nH]c3=O)C2)c1 (stereo unspecified)
 : 5.3% | /
Cc1cc(C)cc(NC(=S)NC(=O)CCN2C(=O)c3ccccc3C2=O)c1
 : 13%* | 1
Cc1cccc(C(=O)Nc2ccc(O)cc2C(=O)O)c1
 : -0.9% | 2
O=C(OCc1nnc(-c2ccccc2)o1)C1=COCCO1
 : 1.7% | -6
Cc1ccc2nc(NC(=O)C3CCN(S(=O)(=O)c4ccc5c(c4)oc(=O)n5C)CC3)sc2c1
 : -4.5% | -9
Cc1ccc(S(=O)(=O)NCc2ccc(C(=O)N(C)CCC#N)cc2)cc1
 : 1.5% | -7
Cc1nn(-c2ccccc2)c(C)c1/C=N/NC(=O)c1cc(-c2ccccc2)n[nH]1
 : -1.3% | 5
CCC(C)(C)n1nnnc1C(c1ccc2ncccc2c1)N1CCCCCC1 (stereo unspecified)
 : -2.4% | /
COc1ccccc1NC(=O)COn1nnc2ccc(S(=O)(=O)N3CCOCC3)cc21
 : 0.2% | -8
O=C(CC(c1ccccc1)c1ccccc1)Nc1ccc2c(c1)OCCO2
 : 0.7% | 9
CCC(=O)N1CCc2cc(S(=O)(=O)NC(C(=O)NC3CCCc4ccccc43)C(C)C)ccc21 (stereo unspecified)
 : 0.8% | /
O=C(COC(=O)Cc1cccc2ccccc12)Nc1ccccc1-c1ccccc1
 : -2.6% | 4
CCN(Cc1ccccc1)C(c1ccc(C(F)(F)F)cc1)c1nnnn1C(C)(C)C (stereo unspecified)
 : -0.5% | /
O=C(c1ccco1)N1CCN(c2ncnc3c2oc2ccccc23)CC1
 : 1.4% | /
CCOC(=O)N1CCC(Nc2c(Nc3ccc(F)cc3)c(=O)c2=O)CC1
 : 5.7% | 56
O=C(OCc1c(Cl)cccc1Cl)c1ccccn1
 : -0.1% | 12
CCOC(=O)/C(=C/Nc1ccc(F)c(F)c1)[N+](=O)[O-]
 : 0.3% | 9
COCCNC(=O)c1ccc(-n2c(SCc3cc(F)ccc3F)nc3ccccc3c2=O)cc1
 : 3.1% | -10
C=CCOc1ccccc1CNc1ccccc1C
 : -5.2% | 5
CCSc1nnc(-c2ccc(S(=O)(=O)N3CCCC3)cc2)n1C
 : -4.0% | -9
O=C(NCCOc1ccccc1F)c1ccccc1SCc1ccc(F)cc1
 : 0.3% | 4
CCOc1cc2[nH]c(=O)n(CCCN3CCN(c4ccc(OC)cc4)CC3)c(=O)c2cc1OCC
 : -0.5% | 4
CSc1ccccc1NC(=O)c1ccco1
 : 0.1% | -4
C=CCOc1ccc(CNc2ccc(NC(=O)CC(C)C)cc2)cc1OC
 : 8.1% | -13
CC1=NN(C(N)=S)C(=O)C1N=Nc1ccccc1C (stereo unspecified)
 : -3.0% | 18
O=C(COC(=O)/C=C/c1ccc([N+](=O)[O-])cc1)NCc1ccccc1
 : -0.9% | -10
NC(N)=NS(=O)(=O)c1ccc(NC(=S)NC(=O)/C=C/c2cccs2)cc1
 : 1.9% | -10

# Given as labelled records: two of the compounds above
CSc1ccccc1NC(=O)c1ccco1
- GlmU inhibition = 0.1%
- RmlCD inh 1536 = -4

C=CCOc1ccc(CNc2ccc(NC(=O)CC(C)C)cc2)cc1OC
- GlmU inhibition = 8.1%
- RmlCD inh 1536 = -13

# The list continues.
# Values run as follows: GlmU inhibition | RmlCD inh 1536
COCCCNc1ncnc2nc[nH]c12
 : -2.3% | /
Cn1c(=NC(=O)C2CCCCC2)sc2cc([N+](=O)[O-])ccc21
 : 0.1% | 0
CN(N)N=Nc1nc2c([nH]1)c(=O)n(C)c(=O)n2C
 : -0.8% | 1
O=C(CN(c1ccc(Cl)cc1)S(=O)(=O)c1ccc(Cl)c([N+](=O)[O-])c1)NCCc1ccc(F)cc1
 : 0.6% | -7
COc1ccc(C2CCCN2C(=S)Nc2cccc(C)c2C)cc1OC (stereo unspecified)
 : -5.0% | /
NC1=NC(=O)C(Cc2ccccc2)S1 (stereo unspecified)
 : 3.0% | -2
Cn1c(=O)[nH]c(=O)c2c1nc(CN1CCOCC1)n2CCCO
 : -0.1% | -10
Cc1ccc(N2C(=O)CC(Nc3cccc4ccccc34)C2=O)cc1 (stereo unspecified)
 : -6.8% | 8
Cc1nnc(SCCn2c(N3CCC(C)CC3)nc3c2c(=O)[nH]c(=O)n3C)s1
 : 0.8% | 8
CCCOc1ccc(C2NC(=S)NC(c3ccccc3)=C2C(=O)Nc2ccc(C)cc2)cc1OC (stereo unspecified)
 : -1.2% | 0
COc1ccc(OCC(=O)Nc2ccc(S(=O)(=O)N3CCCCCC3)cc2)cc1
 : -1.8% | -5
CC1=C(C(=O)OCC(C)C)C2(O)C(=O)c3ccccc3C2(O)N1 (stereo unspecified)
 : 5.7% | /
C[N+]1(C)C2CCC1CC(OC(=O)c1ccccc1)C2 (stereo unspecified)
 : 2.7% | 10
Nc1cc(-c2cccc(F)c2)nn1S(=O)(=O)c1cccc2nsnc12
 : 1.9% | -8
O=C(O)CC1=C(c2ccc(F)cc2)CCC1=O
 : 6.4% | 9
CCCCn1nc(C(=O)Oc2ccc3c(C)cc(=O)oc3c2)c2ccccc2c1=O
 : 0.4% | -9
COc1ccc2nc(SCC(=O)N3CCNC3=O)[nH]c2c1
 : 2.1% | /
Cc1ccccc1NC(=O)CSc1ccncc1
 : -1.9% | 13
Cc1ccccc1NC(=S)N(CCc1c(C)[nH]c2ccc(F)cc12)Cc1cccnc1
 : -4.0% | -18
Cc1cccc(S(=O)(=O)NCCC(=O)OC(C)C(=O)NC(=O)NC2CCCCC2)c1 (stereo unspecified)
 : -3.1% | /
CCOC(=O)c1ccc(NC(=S)N(CCCN2CCCC(C)C2)Cc2ccco2)cc1 (stereo unspecified)
 : -2.3% | -14
CCn1c(O)c(N=NC(=O)C2C(=O)NCC2c2ccccc2)c2ccccc21 (stereo unspecified)
 : 4.5% | 8
Nc1n[nH]c2cccc(Cl)c12
 : 4.3% | -15
COc1ccccc1CC(=O)Nc1ccc(-c2noc(COc3ccc(Cl)c(C)c3)n2)cc1
 : 0.3% | -1
COC(=O)NNC(=S)Nc1ccc(Br)cc1
 : -0.7% | -7
CC(=O)NC(CC(=O)c1ccc([N+](=O)[O-])cc1)C(Cl)(Cl)Cl (stereo unspecified)
 : 1.3% | 2
CN(CCc1ccccn1)C(=O)CC1C(=O)NCCN1Cc1ccccc1C(F)(F)F (stereo unspecified)
 : -1.9% | -6
COc1cc(CN2CC(=O)N(c3ccc(C)c(C)c3)C2=S)cc(OC)c1OC
 : 0.7% | -10
CC1=NOC(=O)/C1=C/c1ccc(-c2ccc(Cl)cc2)o1
 : -7.0% | /
CCCC(=O)N1CC(=O)Nc2ccc(F)cc2C1c1ccccc1 (stereo unspecified)
 : 1.0% | -2
COc1ccnc(Oc2ccccc2)c1C(N)=O
 : -0.5% | -10
CN(C)/C=C/C(=O)c1cnc(-c2cccc(Cl)c2)s1
 : -9.2% | /
Clc1ccc(OCc2nc(-c3ccncc3)no2)c(Br)c1
 : 4.0% | -8
Nn1c(SCc2cccc(F)c2)nnc1-c1cccnc1
 : -4.8% | 11
COC(=O)c1ccc(OCC(O)CN2C(=O)c3ccccc3S2(=O)=O)cc1 (stereo unspecified)
 : 6.9% | -10
COc1ccc(/C=N/NC(=O)c2ccoc2C)cc1COc1ccc(Cl)cc1
 : -5.3% | 12
CCN(CC)S(=O)(=O)c1ccc(C(=O)Nc2ccc(OCC(=O)N3CCOCC3)cc2)cc1
 : -2.6% | /
Cc1cc(NC(=O)CSc2nnc3c(C)cc4ccccc4n23)no1
 : -0.4% | /
Cc1ccc(C)n1CCN1CCN(CC(=O)Nc2cc(C(F)(F)F)ccc2Cl)CC1
 : -7.6% | 5
S=c1[nH]ncn1-c1ccccn1
 : 3.9% | /
COc1cc([N+](=O)[O-])cc(/C=N/N(CCC#N)C(C)=O)c1O
 : 3.8% | -4
O=C(CNC(=O)c1ccccc1)OCc1cccc(Br)c1
 : -3.4% | -11
O=C(NNc1ccccn1)c1ccc(Cl)nc1
 : -3.6% | /
COc1ccc(Cl)c(Cn2c(NCCCN(C)C)nc3c2c(=O)n(C)c(=O)n3C)c1
 : 2.2% | -61
Cc1ccc2nc(N3CCN(S(=O)(=O)c4ccc(C)c(Cl)c4)CC3)c(C#N)cc2c1
 : 4.8% | -7
CCOc1ccc(CN2C(=O)CC(=O)N(S(=O)(=O)c3ccc(OCC)cc3)C2=O)cc1
 : 2.7% | /
O=C(O)c1sccc1SCc1ccc(Cl)c(Cl)c1
 : -3.4% | /
CCOC(=O)CSc1nnc(NC(=O)c2cccc(S(=O)(=O)N3CCCC3)c2)s1
 : 0.8% | 8
Cc1ccc(C)c(NC(=S)NCCc2c[nH]c3ccccc23)c1
 : -0.5% | 1
O=C(COc1ccc2ccccc2c1CN1CCOCC1)N1CCc2ccccc21
 : 8.5% | -7
CCOC(=O)c1c(NC(=S)Nc2ccccc2)sc2c1CCN(C)C2
 : -5.2% | /
CCCNc1ncnc2sc(C)c(C)c12
 : -4.6% | /
O=C(NCCOc1ccccc1)c1ccccc1NC(=O)C1CCCO1 (stereo unspecified)
 : 1.9% | 1
COc1cccc(NC(=S)NNC(=O)Cn2nc([N+](=O)[O-])cc2C)c1
 : -2.5% | 6
CC(=O)NNC(=O)c1cc2c3ccccc3n(C)c2s1
 : 2.6% | -11
O=C(COc1ccccc1)N(Cc1ccccc1)c1nc(-c2ccccc2)cs1
 : 2.1% | 16
C=C(C)CSc1nnc(CCCCCNC(=O)OC(C)(C)C)o1
 : 3.1% | /
CCN(CC)S(=O)(=O)c1ccc2c(c1)nc(SCC(N)=O)n2-c1ccc(OC)cc1
 : 5.0% | 6
COc1ccc(NC(=O)CSc2cc(C)ccc2C)cn1
 : -1.0% | -11
COCC(C)n1c(C)cc(C(=O)COC(=O)CNC(=O)c2ccccc2)c1C (stereo unspecified)
 : 1.2% | -15

# Continued, starting with the last 7 of the part before.
# Values run as follows: GlmU inhibition | RmlCD inh 1536
COc1cccc(NC(=S)NNC(=O)Cn2nc([N+](=O)[O-])cc2C)c1
 : -2.5% | 6
CC(=O)NNC(=O)c1cc2c3ccccc3n(C)c2s1
 : 2.6% | -11
O=C(COc1ccccc1)N(Cc1ccccc1)c1nc(-c2ccccc2)cs1
 : 2.1% | 16
C=C(C)CSc1nnc(CCCCCNC(=O)OC(C)(C)C)o1
 : 3.1% | /
CCN(CC)S(=O)(=O)c1ccc2c(c1)nc(SCC(N)=O)n2-c1ccc(OC)cc1
 : 5.0% | 6
COc1ccc(NC(=O)CSc2cc(C)ccc2C)cn1
 : -1.0% | -11
COCC(C)n1c(C)cc(C(=O)COC(=O)CNC(=O)c2ccccc2)c1C (stereo unspecified)
 : 1.2% | -15
COc1ccc(C(C)=O)cc1CSc1nnc(Nc2c(C)cccc2C)s1
 : 1.8% | -11
CN(C)S(=O)(=O)Oc1ccsc1C(=O)Nc1ccc(Cl)c(Cl)c1
 : 1.1% | /
N#Cc1cccc(NC(=O)CSc2nnc(-c3n[nH]c4ccccc34)o2)c1
 : 1.7% | 5
CN1C[C@@H]2C(c3ccc(C(F)(F)F)cc3)C3(c4ccc(C#N)cc4)CC2(C3)[C@H]1c1ccccc1 (stereo partly specified)
 : 4.4% | /
CC(=O)C1=C(O)C(=O)N(C)C1c1ccccc1F (stereo unspecified)
 : 3.0% | -6
Fc1ccc(-c2cn(-c3ccccc3)c3[n+]2CCS3)cc1
 : 2.9% | -9
COc1ccc(C2C(C(=O)N3CCCC3)c3cc(OC)c(OC)cc3C(=O)N2C)cc1 (stereo unspecified)
 : -4.5% | /
O=C(NCC(=O)N(c1cnc2ccccc2c1)C(C(=O)NC1CCCC1)c1ccncc1)c1ccco1 (stereo unspecified)
 : / | 14
COc1ccc(CCN2C(=O)CC(NNc3ccc([N+](=O)[O-])cc3)C2=O)cc1OC (stereo unspecified)
 : 3.9% | 10
OC1CCCN(CC(O)c2ccccc2)C1 (stereo unspecified)
 : 1.5% | 4
O=S(=O)(N/N=C1/CC(c2ccccc2)Oc2ccccc21)c1ccc(Br)cc1 (stereo unspecified)
 : 9.9% | 21
Cc1cc(C)c(S(=O)(=O)n2cnc3ccccc32)c(C)c1
 : 2.7% | -1
CCOc1ccc2nc(NC(=O)CSc3nc(-c4ccccc4)c(C#N)c(=O)[nH]3)sc2c1
 : 9.1% | 10
CC1(/[N+]([O-])=C/c2ccc(Cl)cc2Cl)CCCCC1=O (stereo unspecified)
 : 55% | 2
CC(C)CNc1cc(N2CCCC2)ccc1[N+](=O)[O-]
 : -4.0% | /
CCOC(=O)C1CCN(c2cc(=O)n(Cc3ccc(F)cc3)c(=O)[nH]2)CC1
 : -0.6% | -8
O=C(Nc1nnc(SCc2ccc(F)cc2)s1)C1CC(=O)N(c2ccc3c(c2)OCCO3)C1 (stereo unspecified)
 : 1.3% | /
Cc1ccc(N2C(=O)CC(Sc3ncn[nH]3)C2=O)cc1C (stereo unspecified)
 : 2.9% | 5
Cc1ccc(CNC(=O)CSc2nc(C)cs2)cc1
 : 2.9% | 35
Cc1cccc(NC(=O)CCN2C(=O)C3C4C=CC(C4)C3C2=O)c1 (stereo unspecified)
 : 7.2% | /
CCC(Sc1ncccc1C(=O)OC(C)C)C(=O)N1CCOCC1 (stereo unspecified)
 : 0.6% | -5
CC(C)N(Cc1ccco1)/N=C/c1c(O)n(Cc2ccccc2)c(=O)[nH]c1=O
 : -2.4% | -3
CN(C)c1ccnc2sc3c(SCc4ccc(Cl)cc4)ncnc3c12
 : -5.3% | /
O=C(NC(=S)NCCO)c1sc2ccccc2c1Cl
 : -3.2% | -7

# Screens deposited in PubChem BioAssay by several laboratories.
